Cy5 interf NS3h = Cy5 fluorescence interference, HCV helicase counter-screen; 16,000 tested, 6% active; fluorescence interference ratio at 100 µM; Cy5-dT15 DNA with NS3h; actives lie on both sides; signal over control mean, under 1 quenches;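 active means compound fluorescence over control fluorescence at most 0.8, a quencher, or at least a set upper limit, an enhancer; inactive means ratio between 0.8 and the set upper limit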
HCV NS3h FP = blocks HCV NS3 helicase binding to DNA | inhibition, % at 100 µM | 16,000 tested, 1.6% active | NS3h Cy5-dT15 DNA binding, fluorescence polarization;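 active means inhibition above the average over every tested compound plus 3 SD, cut at about 40% in these data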
Starred values were filed as active, the others as inactive.

Values run as follows: HCV NS3h FP	Cy5 interf NS3h
1: COC(=O)c1ccccc1NC(=O)CN(c1cccc(Cl)c1)S(C)(=O)=O
→ 9	1
2: CCOC(=O)C1(C)C=C(Nc2ccc(C)cc2)C(=O)N1c1ccc(C)cc1 (stereo not drawn)
→ 9	1.1
3: O=C(Nc1cccc(Cl)c1)Nc1nnc(COc2ccc(F)cc2)s1
→ 8	1
4: COc1ccc(C(=O)N/C(=C\c2ccc(-c3cccc([N+](=O)[O-])c3)o2)C(=O)NCCN2CCOCC2)cc1
→ 6	0.92
5: CCCC(C)NC(=O)c1ccc(Cl)c([N+](=O)[O-])c1 (stereo not drawn)
→ 5	1
6: O/C(=C/c1nc2ccccc2nc1/C=C(/O)c1ccccc1)c1ccccc1
→ 5	1.1
7: CCOc1ccc(NC(=O)c2cc(Cl)ccc2[N+](=O)[O-])cc1
→ 10	1.1
8: CCOC(=O)c1ccc(NC(=O)c2cccc([N+](=O)[O-])c2C)cc1
→ 15	0.95
9: CC(=O)NC12CC3CCC(CC(C3)C1)C2
→ -12	0.97
10: CN(C)/C=C1\N=C(c2cccc(Cl)c2)OC1=O
→ 12	0.97

Continuation.
Values run as follows: HCV NS3h FP	Cy5 interf NS3h
11: COc1ccc2ccccc2c1C1NC(=O)NC(C)=C1C(=O)Nc1cc(Cl)ccc1C (stereo not drawn)
→ 0	0.97
12: O=c1c2cnn(-c3ccccc3)c2nc(-c2ccccc2F)n1-c1cccc(Cl)c1
→ 9	0.99
13: CC(=O)N1N=C2CC(C)(C)OCC2C1c1ccccc1 (stereo not drawn)
→ -2	0.94
14: CCCCN(/C=C/C(=O)c1ccccc1)S(=O)(=O)c1ccccc1
→ 11	1
15: CCOc1ccc(-c2cc(C)n3nc(C(=O)Nc4cc(C)ccc4O)cc3n2)cc1
→ 3	1
16: Cc1cc(OCC(O)CN2CCN(C)CC2)cc(C)c1Cl (stereo not drawn)
→ -8	0.91
17: O=C(CN1C(=O)S/C(=C/c2ccccc2F)C1=O)Nc1ccc(O)cc1
→ 10	0.94
18: O=C1NC(=Nc2cccnc2)S/C1=C\c1ccccc1Cl
→ 7	1
19: Cc1cc(NC(=O)c2ccc(Cl)cc2)ccc1-c1cc2ccccc2oc1=O
→ 3	0.66*
20: CC1=NN(C(=O)c2ccc(Cl)cc2)C(O)(c2cccnc2)C1 (stereo not drawn)
→ -4	0.96

(list continues)
Values run as follows: HCV NS3h FP	Cy5 interf NS3h
21: CCOC(=O)c1c(C)oc2cc(Br)c(OC(=O)c3ccc([N+](=O)[O-])cc3)cc12
→ 11	0.92
22: CC(C)CCNC(=O)c1cccc([N+](=O)[O-])c1
→ 17	1
23: Cc1ccc2oc(-c3cc(NC(=O)C(C)C)ccc3O)nc2c1
→ -15	1.1
24: COc1ccc(C(=O)/C=C/Nc2ccccc2I)cc1OC
→ 3	1.1
25: CCOC(=O)c1c(C)oc2ccc(OCc3ccccc3)cc12
→ 20	0.83
26: CCCCOc1ccc(C(=O)NCCC2(O)CCOC(C)(C)C2)cc1 (stereo not drawn)
→ 6	0.99
27: N#Cc1c2c(c(NCCCO)n3c1nc1ccccc13)CCC2
→ 8	1
28: CC1=C(C(=O)c2ccccc2)C(c2cccc([N+](=O)[O-])c2)NC(=O)N1 (stereo not drawn)
→ 7	1
29: CCCc1cc2c(-c3ccccc3)cc(=O)oc2cc1OCC
→ 7	0.87
30: O=C(COc1ccc(Cl)cc1)Nc1ccc2ccccc2c1
→ 22	1.1

Part of the list above in another layout.
(23) Cc1ccc2oc(-c3cc(NC(=O)C(C)C)ccc3O)nc2c1
(24) COc1ccc(C(=O)/C=C/Nc2ccccc2I)cc1OC
(25) CCOC(=O)c1c(C)oc2ccc(OCc3ccccc3)cc12
Screen / compound no.,23,24,25
HCV NS3h FP,-15,3,20
Cy5 interf NS3h,1.1,1.1,0.83

New compounds follow
Values run as follows: HCV NS3h FP	Cy5 interf NS3h
31: O=C(Nc1ccc2nn(-c3ccc(F)cc3)nc2c1)c1ccncc1
→ -14	1
32: CCc1nc(C)ccc1OC(=O)C1C2CC3CC(C2)CC1C3 (stereo not drawn)
→ 2	0.96
33: COc1ccc(C2NC(=O)NC(C)=C2C(=O)Nc2cc(Cl)ccc2C)cc1OC (stereo not drawn)
→ 6	1.1
34: Cc1cc(Nc2cccc(Cl)c2)n2c(nc3ccccc32)c1C#N
→ -2	1.1
35: COc1c(Cl)cc(C(=O)Nc2ccc(Cl)cn2)cc1Cl
→ 19	1
36: Cc1cc(OC2CCCCC2)nc(-c2ccccc2O)n1
→ 6	0.93
37: COc1ccc(CC(=O)NCC2CCCO2)cc1OC (stereo not drawn)
→ 1	1.1
38: O=C(O)CSc1nnc(-c2sc3ccccc3c2Cl)n1-c1ccccc1
→ 8	0.92
39: Cc1cc2nc(SCc3ccccc3)nc(C)c2cc1C
→ 4	0.94
40: O=C1c2ccccc2C(=O)N1CCCCN(C(=O)c1ccc(Cl)s1)c1ccc(F)cc1F
→ 17	0.99

The list goes on.
Values run as follows: HCV NS3h FP	Cy5 interf NS3h
41: COC(CNS(=O)(=O)c1ccccc1)c1ccccc1 (stereo not drawn)
→ 1	1
42: COc1ccc(-n2nc3cc(C)c(NC(=O)/C=C/c4ccccc4)cc3n2)cc1
→ 10	1.1
43: Cc1ccc(NC(=O)C(=O)NCCN2CCOCC2)c(C)c1
→ 9	0.95
44: CCOc1cc(C=C2C(=O)NC(=O)NC2=O)ccc1OCCOc1ccc(C(C)(C)C)cc1
→ 3	1
45: Cc1ccc(NC(=O)Cn2cnc3c2c(=O)n(C)c(=O)n3C)nc1
→ -11	1
46: CN(C)CC#CC(O)(c1ccccc1)c1ccccc1
→ -20	1
47: COc1ccccc1N(CC(=O)NC(C)c1ccccc1)S(=O)(=O)c1ccccc1 (stereo not drawn)
→ 14	1
48: O=C(NCc1cccnc1)c1cnn2c1NC(c1ccc(F)cc1)CC2C(F)(F)F (stereo not drawn)
→ 5	0.97
49: COc1cc(/C=C2\C(=O)N(c3ccc(S(N)(=O)=O)cc3)N=C2C)cc(I)c1O
→ 12	1
50: O=C(O)c1cc(NC(=O)c2cccc(Oc3ccc([N+](=O)[O-])cc3)c2)cc(C(=O)O)c1
→ 8	1

Ordered by SMILES length (lowest first): part of the list above.
Values run as follows: HCV NS3h FP	Cy5 interf NS3h
45: Cc1ccc(NC(=O)Cn2cnc3c2c(=O)n(C)c(=O)n3C)nc1
→ -11	1
47: COc1ccccc1N(CC(=O)NC(C)c1ccccc1)S(=O)(=O)c1ccccc1 (stereo not drawn)
→ 14	1
50: O=C(O)c1cc(NC(=O)c2cccc(Oc3ccc([N+](=O)[O-])cc3)c2)cc(C(=O)O)c1
→ 8	1

Continuation.
Values run as follows: HCV NS3h FP	Cy5 interf NS3h
51: COC(=O)C1=C(C)NC(=O)NC1c1ccccc1F (stereo not drawn)
→ -1	1.1
52: COC(=O)c1cc(NC(=O)/C=C/c2ccc(OC)cc2)cc(C(=O)OC)c1
→ 5	1
53: Cc1ccc(Cc2cnc(CN(C)C)c(O)c2)cc1
→ -4	0.95
54: CCc1ccc(N2CC(C(=O)Nc3cccc(C(F)(F)F)c3)CC2=O)cc1 (stereo not drawn)
→ 24	1
55: O=C(/C=C/c1ccc(F)cc1)N1CCC(CN2C(=O)c3cccc4cccc(c34)C2=O)CC1
→ -1	0.97
56: COc1cc(-c2c(C#N)c(N)n3c(nc4ccccc43)c2C#N)ccc1OCC#N
→ -24	0.9
57: O=c1c2c(nc3cc(-c4cccs4)[nH]n13)CCC2
→ 6	1
58: COc1ccc(C2C(=C(O)c3ccccc3)C(=O)C(=O)N2CC2CCCO2)c(OC)c1 (stereo not drawn)
→ 2	1.1
59: O=C(c1cc(N2CCOCC2)c(F)cc1[N+](=O)[O-])N1CCOCC1
→ 15	0.68*
60: COc1ccc2nc(NC(C)=O)sc2c1
→ -5	1

More structures follow.
Values run as follows: HCV NS3h FP	Cy5 interf NS3h
61: Cc1ccc(C(C)C)cc1OCC(=O)N=Nc1c(O)n(C)c2ccccc12
→ 9	0.88
62: O=C(c1cccc(N2C(=O)C3C4C=CC(C4)C3C2=O)c1)c1cccc(N2C(=O)C3C4C=CC(C4)C3C2=O)c1 (stereo not drawn)
→ 43*	1.1
63: CC(=O)Nc1ccc(-n2c(C)cc(/C=C(\C#N)C(=O)Nc3ccc(F)cc3)c2C)cc1
→ 4	0.95
64: O=C(Nc1ccc(OCc2ccccc2)cc1)c1cncc(Br)c1
→ -2	1
65: COc1ccc(NC(=O)c2ccccc2Cl)cc1Cl
→ 1	0.97
66: CC1=C(C(=O)Nc2ccccc2Cl)C(c2ccc(N(C)C)cc2)NC(=S)N1 (stereo not drawn)
→ 12	0.96
67: COC(=O)c1cccc(NC(=O)/C=C/c2ccccc2)c1
→ 17	1.1
68: Clc1ccc(OCCSc2nnnn2-c2ccccc2)cc1
→ -3	1
69: COc1cc(C2NC(=S)NC(C)=C2C(=O)Nc2ccc(Cl)cc2)ccc1O (stereo not drawn)
→ -2	0.89
70: CCN(CC)c1ccc(N2C(=O)/C(=C/c3ccc(Cl)cc3)SC2=S)cc1
→ 7	1.1

(list continues)
Values run as follows: HCV NS3h FP	Cy5 interf NS3h
71: CCOC(=O)C1=C(C)N=c2s/c(=C\c3ccc4c(c3)OCO4)c(=O)n2C1c1ccc(F)cc1 (stereo not drawn)
→ 12	1
72: O=[N+]([O-])c1ccccc1NC(=NS(=O)(=O)c1ccccc1)c1ccccc1
→ 5	0.99
73: Fc1cccc(Nc2nc(-c3ccncc3)nc3ccccc23)c1
→ -61	1.1
74: COc1ccccc1-c1c(C(F)(F)F)oc2cc(OC(=O)c3ccccc3C)ccc2c1=O
→ 9	0.99
75: CCOc1ccc(C(=O)Nc2cccc([N+](=O)[O-])c2)cc1Cl
→ 2	0.57*
76: COc1ccc2ccccc2c1/C=C1\SC(=S)N(C2CCCCC2)C1=O
→ 3	0.99
77: CCC(C)NS(=O)(=O)c1ccc(Br)cc1 (stereo not drawn)
→ 4	0.96
78: Cc1ccc(OCCOCCOc2ccc(Br)cc2/C=c2\sc3nc4ccccc4n3c2=O)cc1
→ 7	1.1
79: NC(=O)C1CCN(C(=O)c2cnn(-c3ccccc3)c2NC(=O)c2cccc(F)c2)CC1
→ 8	1.1
80: O=C1c2ccccc2C(=O)c2c1cccc2S(=O)(=O)Nc1ccc(Cl)cc1
→ 8	0.95

More entries follow:
Values run as follows: HCV NS3h FP	Cy5 interf NS3h
81: COC(=O)/C=C1\Nc2cc([N+](=O)[O-])ccc2NC1=O
→ 12	0.72*
82: O=C1C(=O)N(c2nncs2)C(c2ccc(Cl)cc2)C1=C(O)c1ccc(F)cc1 (stereo not drawn)
→ 8	0.96
83: O=C(COc1ccc(Cl)cc1)Nc1ccc2oc(-c3ccccc3F)nc2c1
→ -23	1.2
84: O=C1c2ccc(-c3nc4ccccc4o3)cc2C(=O)N1CC1CCCO1 (stereo not drawn)
→ -11	1.1
85: CCOC(=O)c1cccc(Nc2ncnc3ccc(C)cc23)c1
→ 13	1
86: Cc1ccc(S(=O)(=O)N=C(N)Nc2nc(C)c3ccccc3n2)cc1
→ 8	0.96
87: O=C(Nc1ccc(Cl)cc1C(O)c1ccccc1)c1cnn2c1NC(c1ccccc1)CC2C(F)(F)F (stereo not drawn)
→ 15	0.96
88: COc1ccc(OC)c(N=C(C)C2=C(O)CSC2=O)c1
→ 0	1
89: c1ccc(C(c2ccccc2)N2CCN(c3nc4ccccc4n4cnnc34)CC2)cc1
→ -11	0.96
90: COc1cc2c(cc1OC)C(c1cc([N+](=O)[O-])ccc1OC(C)=O)N(C(C)=O)CC2 (stereo not drawn)
→ 5	1

Next compounds
Values run as follows: HCV NS3h FP	Cy5 interf NS3h
91: COc1ccccc1NC(=O)c1cccc(S(=O)(=O)N2CCOCC2)c1
→ 8	1
92: COc1ccc(OC)c(C2NC(c3cc(OC)ccc3OC)C(C)C(O)(c3ccc(F)cc3)C2C)c1 (stereo not drawn)
→ -21	0.99
93: O=C(NC(=S)Nc1ccc2ccccc2c1)c1ccco1
→ 2	0.92
94: CC(=O)c1cccc(N2C(=O)C3C4C=CC(C5CC45)C3C2=O)c1 (stereo not drawn)
→ 0	0.66*
95: Nc1ncc2c(n1)CC(c1ccccc1)CC2=O (stereo not drawn)
→ 2	1.1
96: COc1ccc(S(=O)(=O)N=C2C=CC(=NS(=O)(=O)c3ccc(OC)cc3)C=C2)cc1
→ 3	1.1
97: COC(=O)c1ccc(N(C(=O)C(F)(F)F)C2C=CS(=O)(=O)C2)cc1 (stereo not drawn)
→ -7	1
98: CCN1C(=O)/C(=C\c2ccccc2OCCOc2cccc(OC)c2)SC1=S
→ 7	1
99: O=C1c2ccccc2NC(c2ccc(O)cc2)N1c1ccc(Cl)cc1 (stereo not drawn)
→ 6	0.95
100: COc1ccc(OC)c(/C=N\n2cnnc2)c1
→ 4	1

The final 4 records of the part before open the next one.
Values run as follows: HCV NS3h FP	Cy5 interf NS3h
97: COC(=O)c1ccc(N(C(=O)C(F)(F)F)C2C=CS(=O)(=O)C2)cc1 (stereo not drawn)
→ -7	1
98: CCN1C(=O)/C(=C\c2ccccc2OCCOc2cccc(OC)c2)SC1=S
→ 7	1
99: O=C1c2ccccc2NC(c2ccc(O)cc2)N1c1ccc(Cl)cc1 (stereo not drawn)
→ 6	0.95
100: COc1ccc(OC)c(/C=N\n2cnnc2)c1
→ 4	1
101: Cc1ccc2oc(-c3cc(NC(=O)c4cccnc4)ccc3O)nc2c1
→ -24	1
102: Cc1ccc(/C=C2/SC(=O)N(c3ccccc3)C2=O)cc1
→ 18	0.97
103: CCOC(=O)c1ccc(N/C=C/C(=O)c2cccs2)cc1
→ 7	1.1
104: O=[N+]([O-])c1ccccc1S(=O)(=O)NCCOc1ccc(Cl)cc1
→ 6	0.82
105: COc1ccc(COC(=O)C2=C(C)NC3=C(C(=O)CC(C)(C)C3)C2c2coc3ccccc3c2=O)cc1 (stereo not drawn)
→ 13	0.95
106: CCc1ccc(NC(=O)c2ccc(C)c([N+](=O)[O-])c2)cc1
→ -5	1
107: COc1ccc(C2NC(=S)NC(C)=C2C(=O)Nc2cccc(Cl)c2)cc1OC (stereo not drawn)
→ 4	0.95
108: CCOC(=O)c1c[nH]c2c(OCC)cccc2c1=O
→ -6	1
